Screens deposited in PubChem by several laboratories.
hiPSC survival: increases survival of single human iPS cells; hiPSC single-cell survival, ATPlite luminescence; 100% = ROCK inhibitor wells, 0% = DMSO; survival enhancement, % at 20 µM; 360,000 tested, 0.044% active; AID 602274; in the data active = survival enhancement above about 18%;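 also: cells exposed to compounds for 16 hours before the ATP read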
m5-HT2A agonist: agonists of mouse serotonin 5-HT2A receptor (HTR2A); P35363; CHO-K1 mHTR2A beta-arrestin complementation, luminescence; percent of 30 µM serotonin response; activation, % at 7.6 µM; 360,000 tested, 0.66% active;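 active = activation above a run cutoff, the mean activation of all tested compounds plus 3 SD, cut at about 14% in these data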;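 also: 0% = plate median of compound wells and 100% = 30 µM serotonin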
Target sequence (P35363 whole entry, looked up): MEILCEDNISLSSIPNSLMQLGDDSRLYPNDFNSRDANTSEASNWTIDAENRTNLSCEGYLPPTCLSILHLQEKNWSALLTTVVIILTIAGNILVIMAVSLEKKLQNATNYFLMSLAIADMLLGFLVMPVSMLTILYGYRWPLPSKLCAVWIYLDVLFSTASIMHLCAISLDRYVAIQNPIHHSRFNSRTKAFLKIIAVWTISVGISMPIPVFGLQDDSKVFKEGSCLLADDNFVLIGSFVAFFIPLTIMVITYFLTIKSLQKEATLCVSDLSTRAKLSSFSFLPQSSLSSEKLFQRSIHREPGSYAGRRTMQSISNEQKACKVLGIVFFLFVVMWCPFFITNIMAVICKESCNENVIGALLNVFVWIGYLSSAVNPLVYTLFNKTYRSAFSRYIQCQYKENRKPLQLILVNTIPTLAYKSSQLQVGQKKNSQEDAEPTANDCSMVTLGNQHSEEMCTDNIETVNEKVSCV
N-glyco inh: N-linked glycosylation inhibition; D54 ERlucT glycosylation luciferase reporter, 24 h; percent of 100 nM tunicamycin response; reporter increase, % at 12.5 µM; 360,000 tested, 0.23% active;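 active = mean luciferase reporter signal, scaled so untreated is 0 and the glycosylation-blocking control 100, at or above a set limit in every replicate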;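 also: luciferase carries N-glycosylation sites so blocking glycosylation raises the light; 0% = median of neutral control wells and 100% = median of 100 nM tunicamycin wells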
MC4R antagonist: antagonists of human melanocortin 4 receptor (MC4R) | AID 540295 | P32245 | 360,000 tested, 0.48% active | inhibition, % at 6.5 µM | MC4R-expressing cells, MTII-stimulated cAMP, LANCE TR-FRET;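 active = inhibition above its plate's cutoff, the mean of tested wells on that plate plus 3 SD, cut at about 29% in these data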;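 also: 0% = Melanotan II alone and 100% = Melanotan II plus saturating MCL0020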
Target sequence (P32245 whole entry, looked up): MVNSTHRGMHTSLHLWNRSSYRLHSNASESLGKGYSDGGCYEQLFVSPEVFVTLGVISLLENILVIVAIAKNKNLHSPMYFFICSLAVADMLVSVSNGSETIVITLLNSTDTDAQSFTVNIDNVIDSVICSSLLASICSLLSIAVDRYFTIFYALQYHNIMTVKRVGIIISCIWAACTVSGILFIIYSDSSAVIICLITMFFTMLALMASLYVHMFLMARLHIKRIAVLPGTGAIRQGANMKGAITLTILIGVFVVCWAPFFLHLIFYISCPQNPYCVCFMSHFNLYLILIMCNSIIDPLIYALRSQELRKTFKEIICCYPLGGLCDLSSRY
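System: U2OS-MC4R stable cell line; Technique: Eu-cAMP/anti-cAMP TR-FRET, emission 671 nm; Repeats: single well per compound; Also added: Melanotan II; Dosing: one concentration, 6.5 µM nominal; Schedule: 30-min compound, 1-h challenge, 1-h detection, room temperature.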
aDG glyco up: alpha-DG glycosylation activation; Pro5-aDG cells, alpha-DG glycosylation AlphaScreen (IIH6); 0% Pro5, 100% B10-LARGE cell signal; activation, % at 10 µM; 360,000 tested, 0.22% active; AID 624168;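 active = activation of at least 8% versus controls, or a plate z-score of at least 8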;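 also: Pro5 are CHO cells carrying HIG-tagged alpha-DG that lacks glycosylation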
Granule exo inh: blocks lytic granule exocytosis | inhibition, % at 10 µM | 360,000 tested, 0.66% active | AID 651702 | TALL-104 LAMP-1 surface exposure, flow cytometry; cells stimulated with thapsigargin and PMA;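 active = inhibition above about 55%, limit read from the data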
ABHD5-PLIN5 inh: inhibitors of human ABHD5-perilipin-5 interaction; Q00G26+Q8WTS1; 360,000 tested, 0.78% active; inhibition, % at 4 µM; AID 602281; Split G. princeps luciferase complementation, luminescence, 4 h;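 active = inhibition above the mean inhibition across every tested compound plus 3 SD, cut at about 22% in these data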;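 also: 0% = DMSO only wells and the 100% control is not disclosed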
MC4R ag barr: human MC4R agonism via beta-arrestin; P32245; U2OS MC4R beta-arrestin complementation, luminescence; percent of melanotan II response, DMSO zero; activation, % at 8.9 µM; 360,000 tested, 0.98% active; AID 540308;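 active = activation above a per-plate cutoff, the mean activation of sample wells on that plate plus 3 SD, cut at about 8% in these data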
H9c2 protect: myocardial damage modulation in H9c2 cells; H9c2 cardiomyocytes, H2O2 injury protection, ATPLite, 2 h; protection from H2O2 cell death, % at 20 µM; 360,000 tested, 0.63% active; AID 588492;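 active = compounds giving at least 50% protection of heart cells from peroxide-induced death in the single-dose screen, raw or plate-pattern-corrected value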;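 also: 0% = DMSO wells with peroxide and 100% = DMSO wells without peroxide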
ABCB6 inh MLPCN: blocks the human ABCB6 transporter; K562-ABCB6 porphyrin accumulation, flow cytometry, 1 h; active compounds read low; 360,000 tested, 0.19% active; Q9NP58; fluorescence ratio to DMSO, % at 10 µM; AID 602162;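 active = fluorescence ratio to DMSO below 75%, the collection mean minus 3 SD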;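 also: signal is porphyrin accumulated inside mitochondria; 100% equals median channel fluorescence of DMSO control wells; lower ratio means ABCB6 inhibition with less porphyrin fluorescence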
Active calls of the source: *; . = not tested or not shown.

SMILES | hiPSC survival | m5-HT2A agonist | N-glyco inh | MC4R antagonist | aDG glyco up | Granule exo inh | ABHD5-PLIN5 inh | MC4R ag barr | H9c2 protect | ABCB6 inh MLPCN
O=C(O)COc1ccc(S(=O)(=O)NCCc2ccccc2)cc1 | -1.0 | -3 | 0 | 8 | 0.0 | -1 | 0 | 0.5 | -6 | 101
O=C(COc1ccccc1[N+](=O)[O-])Nc1cccc(S(=O)(=O)N2CCCC2)c1 | 1.0 | -3 | -2 | 1 | -0.4 | 10 | -7 | -2.7 | 12 | 97
O=c1c2c([nH]c3ccccc13)CCCCCC2 | -0.6 | 5 | -1 | 8 | 0.4 | -2 | 1 | 1.1 | -1 | 93
O=C(c1ccc(Cl)c(S(=O)(=O)N2CCOCC2)c1)N1CCCCCC1 | -0.3 | 3 | 0 | -3 | -0.1 | -18 | 6 | -0.3 | 1 | 98
CC1(C)Cc2ccccc2C(=NC(Cc2ccccc2)C(=O)O)N1 (stereo not drawn) | 0.9 | -2 | 1 | 1 | -0.2 | -4 | 9 | 0.3 | -2 | 94
CC(C)(CO)NC(=O)c1ccc2c(c1)C(=O)c1ccccc1-2 | 0.0 | -1 | 0 | 4 | 0.0 | 1 | -7 | -1.8 | 4 | 99
COc1ccc(C(=O)N2CCN(Cc3ccccc3C)CC2)cc1OC | 1.1 | 3 | 1 | 3 | 0.1 | 1 | 3 | -2.1 | 4 | 92
Cc1ccc(NC(=O)C(=O)NCCOc2ccc(Cl)cc2)c(C)c1 | 0.0 | 6 | 2 | -2 | -0.1 | 3 | 1 | 8.8* | -3 | 90
CCOc1cc(C(=O)N2CCOCC2)ccc1OCc1ccccc1 | 0.6 | -3 | -2 | 0 | -0.1 | -1 | 1 | 0.4 | 12 | 88
COc1ccccc1NC(C)=[N+](C)CCNS(=O)(=O)c1ccc(Cl)cc1 | -0.4 | -6 | -1 | 3 | 0.2 | 2 | 2 | -2.7 | 3 | 95
Cc1cc(NC(=O)/C(C#N)=C/c2ccc(-c3cccc(C(F)(F)F)c3)o2)n(-c2ccccc2)n1 | -0.9 | -1 | 1 | -2 | -0.2 | -1 | -1 | 6.2 | -5 | 109
Cc1ccc(C(=O)N=c2sccn2C)cc1S(=O)(=O)N1CCOCC1 | -0.5 | -7 | -1 | 1 | -0.2 | 5 | -6 | -0.5 | 10 | 94
COc1ccc(NC(C)=O)cc1NC(C)c1nc2sc(C)c(C)c2c(=O)[nH]1 (stereo not drawn) | -0.8 | 0 | 2 | 0 | 0.1 | -2 | 2 | 0.9 | 5 | 99
Cc1nc([N+](=O)[O-])cn1CC(=O)c1ccc(OC(F)(F)F)cc1 | -0.3 | 5 | 1 | 0 | 0.0 | 1 | 5 | -1.4 | -3 | 105
CCOC(=O)/C(C#N)=C/c1cc(C)n(-c2ccccc2)c1C | -1.3 | 2 | -14 | 1 | 0.8 | 1 | -5 | -1.3 | -32 | 98
COc1ccc(OC)c(NC(=O)COC(=O)CN2C(=O)NC3(CCCC3)C2=O)c1 | -0.5 | -2 | 3 | 1 | 0.0 | -2 | 0 | -1.5 | 5 | 97
CC(=O)Nc1cccc(NC(=O)CSc2ccc(-c3ccco3)nn2)c1 | 0.7 | 2 | 3 | -1 | 0.1 | 6 | 2 | -2.1 | 1 | 90
COCCN1CC(=O)N2C(c3cccc(C)c3)c3[nH]c4ccccc4c3C[C@H]2C1=O (stereo partly drawn) | -0.2 | 2 | 0 | -3 | -0.1 | 2 | -3 | 0.8 | 4 | 96
COc1ccc(C(=O)N/N=C\c2coc3ccccc3c2=O)cc1 | -0.2 | 2 | -2 | 14 | -0.2 | 8 | 3 | -0.2 | 2 | 103
CCCCN(CCCC)c1ncnc2nc[nH]c12 | -1.1 | -2 | -6 | -2 | 0.3 | -1 | -6 | 4.6 | -12 | 98
Cc1noc(C)c1S(=O)(=O)Nc1ccc(C(=O)N2CCN(c3ccc(Cl)cc3)CC2)cc1 | -1.3 | -4 | 1 | 6 | 0.8 | -3 | 6 | -0.6 | -5 | 88
O=C(NCC1CCCO1)C1CCN(S(=O)(=O)c2cccc3nonc23)CC1 (stereo not drawn) | 3.0 | -1 | 4 | 2 | -0.1 | 1 | 1 | -1.9 | 9 | 88
CC(C)CCn1c(=O)c2ccccc2n2c(CN3C(=O)NC4(CCC(C)CC4)C3=O)nnc12 (stereo not drawn) | 0.4 | 3 | 1 | -1 | -0.2 | 8 | 0 | -1.8 | -4 | 99
CC(C)C[C@@H](C(=O)NCC1CCCO1)N1C(=O)N2CCc3c([nH]c4ccccc34)[C@@]2(C)C1=O (stereo partly drawn) | 0.0 | -8 | 0 | 0 | 0.2 | -4 | -2 | 1.3 | -5 | 100
COC(=O)c1ccc(C2C(C(C)=O)=C(O)C(=O)N2CCO)cc1 (stereo not drawn) | 11 | 1 | 1 | 2 | -0.2 | 0 | -5 | 0.3 | 4 | 102
O=C1NC[C@H](CCCCN2C[C@H](Cc3ccccc3)N(Cc3ccccc3)C(=O)C2=O)N(CCc2ccc(O)cc2)C1=O | 0.0 | 0 | . | . | -0.1 | -5 | 5 | . | . | 93
COc1ccccc1N1CCN(C(=O)CSc2nc(C)cc(=O)[nH]2)CC1 | -1.0 | 9 | 4 | 2 | -0.1 | -2 | 0 | -0.6 | 8 | 96
Cc1cc(-c2nnc(SCc3cccnc3)o2)no1 | 4.1 | -2 | 1 | 10 | 0.1 | 2 | -1 | -2.7 | 2 | 97
CC(=O)c1ccc(NC(=S)N2CCN(c3cccc(Cl)c3)CC2)cc1 | 0.7 | 14 | 2 | 2 | 0.8 | -1 | -11 | -0.3 | -12 | 90
[O-]/C(=C(\C(=S)Nc1ccc(SC(F)F)cc1)[n+]1ccccc1)c1cc(Cl)ccc1Cl | -0.5 | -2 | -2 | 15 | -0.2 | -3 | -3 | -1.7 | -4 | 97
CC1(C)COC(c2cc([N+](=O)[O-])ccc2Cl)=N1 | 6.2 | 4 | -1 | 3 | 0.2 | 0 | 2 | 0.1 | 1 | 95
CN1C(=O)C(CC(=O)Nc2ccc(F)cc2)N(NC(=O)c2cccc(F)c2)C1=S (stereo not drawn) | 1.5 | 0 | 1 | 6 | -0.1 | 2 | -5 | -2.2 | -3 | 99
CCc1nc(SCC(=O)OC(C)C)c2ccccc2n1 | -1.0 | -1 | 0 | 11 | -0.1 | -1 | 0 | -2.7 | -2 | 97
Cc1ccc(C)c(NC(=O)C(C)N2C(=O)c3ccccc3C2=O)c1 (stereo not drawn) | -0.1 | 4 | 2 | -6 | -0.1 | -2 | -6 | -0.3 | 1 | 96
Cc1ccc2c(c1)N(C(=O)c1ccco1)C(C)(C)c1ssc(=S)c1-2 | 1.3 | -3 | -7 | 4 | -0.7 | -2 | -3 | -2.4 | -3 | 102
Cc1sc(NC(=O)CN(Cc2ccc(F)cc2)C(=O)C(C)(C)C)c(C(N)=O)c1C | -1.3 | -2 | 1 | 7 | 0.5 | -3 | -5 | -1.6 | 1 | 101
O=C(O)c1cccc(COCC(F)(F)C(F)F)c1 | -3.0 | -5 | 0 | 5 | -0.1 | 1 | 2 | 0.1 | 4 | 99
COC(=O)c1sccc1N/N=C(\C)c1ccc(F)c(Cl)c1 | 1.0 | 3 | 2 | 6 | -0.1 | -1 | 10 | 0.4 | -6 | 99
CC1CCN(S(=O)(=O)c2ccc(NC(=O)Cn3nnc(-c4ccccc4)n3)cc2)CC1 | -1.4 | -1 | 47* | -4 | -0.3 | 2 | 26* | 37* | -11 | 100
CCC1(CC)NC(=O)N(CC(=O)OCn2nnc3ccccc3c2=O)C1=O | 1.3 | -1 | 3 | 1 | -0.3 | 0 | -1 | -0.4 | 3 | 90
CC1CCc2nn(CC(=O)NCc3ccco3)cc2C1 (stereo not drawn) | 0.9 | 12 | 1 | -4 | 0.1 | 2 | 9 | 1.7 | -2 | 99
Cc1cc(CNC(=O)COc2ccc([N+](=O)[O-])cc2)c2ccccc2n1 | 0.1 | 1 | 1 | 5 | 1.1 | 60* | 3 | -0.7 | -11 | 103
O=C(CN1CCc2ccccc2C1)Nc1ccccc1F | -0.2 | 12 | -2 | 4 | -0.1 | -1 | -13 | -0.1 | 3 | 100
CCCn1ncc(CN2CCC(n3nccc3NC(=O)CCc3ccccc3)CC2)c1C | -0.1 | -2 | -2 | 4 | -0.2 | 0 | 4 | -1.1 | 1 | 101
O=C(N[C@@H](Cc1ccccc1)C(=O)N1CCN(S(=O)(=O)c2ccc(F)cc2)CC1)c1ccco1 | 0.3 | 0 | 1 | 10 | -0.1 | -2 | 4 | 0.7 | 6 | 96
CCCCNC(c1ccccc1)c1ccncc1 (stereo not drawn) | -1.6 | -4 | 1 | -2 | 0.3 | -2 | -2 | -1.9 | -4 | 101
O=C(N/N=C/c1coc2ccccc2c1=O)c1cc(O)cc(O)c1 | -0.6 | -3 | -1 | 17 | -0.1 | -4 | 0 | -1.4 | 4 | 102
O=C(CCSc1ccc(F)cc1)NNC(=O)c1ccccc1Cl | 0.1 | 2 | 0 | 5 | 0.1 | -1 | 6 | -1.4 | -4 | 98
CC(=O)Nc1c(Cl)cc2c(c1Cl)Cc1cc(N)ccc1-2 | 2.2 | 4 | -1 | 4 | -0.5 | 1 | -7 | 1.0 | 2 | 104
COC(=O)c1ccccc1NC(=O)c1ccccc1N(C)S(C)(=O)=O | -2.0 | -6 | 2 | 6 | 0.0 | 1 | 1 | -1.7 | 13 | 94
CCN(CC)CCCn1c(=S)[nH]c2ncccc2c1=O | -1.4 | 3 | 1 | 0 | 2.0 | 0 | -3 | -2.0 | 1 | 97
Cc1nonc1C(=O)N/N=C/c1ccc(O)c(O)c1 | -1.1 | -1 | -8 | 1 | 0.0 | 6 | -7 | -3.1 | 30 | 96

Gathered by group, the compounds so far containing a furan ring, fused or not.
SMILES | hiPSC survival | m5-HT2A agonist | N-glyco inh | MC4R antagonist | aDG glyco up | Granule exo inh | ABHD5-PLIN5 inh | MC4R ag barr | H9c2 protect | ABCB6 inh MLPCN
Cc1cc(NC(=O)/C(C#N)=C/c2ccc(-c3cccc(C(F)(F)F)c3)o2)n(-c2ccccc2)n1 | -0.9 | -1 | 1 | -2 | -0.2 | -1 | -1 | 6.2 | -5 | 109
CC(=O)Nc1cccc(NC(=O)CSc2ccc(-c3ccco3)nn2)c1 | 0.7 | 2 | 3 | -1 | 0.1 | 6 | 2 | -2.1 | 1 | 90
Cc1ccc2c(c1)N(C(=O)c1ccco1)C(C)(C)c1ssc(=S)c1-2 | 1.3 | -3 | -7 | 4 | -0.7 | -2 | -3 | -2.4 | -3 | 102
CC1CCc2nn(CC(=O)NCc3ccco3)cc2C1 (stereo not drawn) | 0.9 | 12 | 1 | -4 | 0.1 | 2 | 9 | 1.7 | -2 | 99
O=C(N[C@@H](Cc1ccccc1)C(=O)N1CCN(S(=O)(=O)c2ccc(F)cc2)CC1)c1ccco1 | 0.3 | 0 | 1 | 10 | -0.1 | -2 | 4 | 0.7 | 6 | 96
